# Screens deposited in PubChem by several laboratories.
# Y pestis TopoI = Y. pestis Topo-I inhibition via cleavage products; Y. pestis Topo-I cleavage product accumulation, plate reader; hit rate 0.064% among 360,000; activity, % at 10 µM; in the data active means activity above about 50%, passing the limit was not always enough; inconclusive means no clear call, values can overlap the other calls; further: inactives centre near 2
# TcdB inh = TcdB glycohydrolase inhibition; TcdB glycohydrolase enzymatic assay, plate reader; P18177; inhibition, % at 9.99 µM; hit rate 0.24% among 350,000; AID 652162; in the data active means inhibition above about 10%
# UGM FP inh = Mtb UDP-galactopyranose mutase inhibition | P9WIQ1 | purified UGM, fluorescence polarization probe displacement | AID 504406 | inhibition, % at 10 µM | hit rate 0.06% among 320,000; in the data active means inhibition above about 10%, passing the limit was not always enough; inconclusive means no clear call, values can overlap the other calls
# Target sequence (P9WIQ1 whole entry, looked up): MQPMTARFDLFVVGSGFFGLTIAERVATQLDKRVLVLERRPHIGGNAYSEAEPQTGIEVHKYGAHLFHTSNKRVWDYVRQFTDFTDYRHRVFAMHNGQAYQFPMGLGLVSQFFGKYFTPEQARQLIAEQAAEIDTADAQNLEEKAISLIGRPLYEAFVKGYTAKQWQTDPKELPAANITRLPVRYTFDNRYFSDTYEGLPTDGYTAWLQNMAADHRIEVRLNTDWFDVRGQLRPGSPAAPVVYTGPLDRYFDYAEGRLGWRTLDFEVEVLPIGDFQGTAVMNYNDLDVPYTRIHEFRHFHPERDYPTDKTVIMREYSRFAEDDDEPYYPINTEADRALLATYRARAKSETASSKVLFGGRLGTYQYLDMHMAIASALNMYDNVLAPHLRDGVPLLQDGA
# FBA Mtb inh = inhibitors of M. tuberculosis fructose-bisphosphate aldolase; purified M. tuberculosis FBA, fluorescence read-out; inhibition, % at 1 µM; P9WQA3; hit rate 2.3% among 360,000; in the data active means inhibition above about 27%;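 further: 0% = vehicle and 100% = reference inhibitor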
# Target sequence (P9WQA3 whole entry, looked up): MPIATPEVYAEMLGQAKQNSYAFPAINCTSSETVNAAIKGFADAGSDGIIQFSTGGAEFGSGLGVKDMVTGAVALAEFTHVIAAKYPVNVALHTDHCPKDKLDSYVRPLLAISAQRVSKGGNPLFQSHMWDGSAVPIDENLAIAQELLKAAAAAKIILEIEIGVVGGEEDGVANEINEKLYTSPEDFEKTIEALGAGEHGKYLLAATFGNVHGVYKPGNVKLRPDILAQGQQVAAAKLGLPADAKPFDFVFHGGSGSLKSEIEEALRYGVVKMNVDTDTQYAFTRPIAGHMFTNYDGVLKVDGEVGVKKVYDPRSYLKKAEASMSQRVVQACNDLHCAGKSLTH
# PfHsp40 rescue = restores yeast growth despite PfHsp40 toxicity | S. cerevisiae expressing PfHsp40, growth rescue, ATP luminescence | growth rescue, % at 12.5 µM | hit rate 0.68% among 340,000; in the data active means growth rescue above about 28%, passing the limit was not always enough; inconclusive means no clear call, values can overlap the other calls;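 further: yeast W303a lacking pdr1 and pdr3 grown in galactose medium; growth measured after three days at 30 °C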
# BH1578 lux ind = inducers of Vibrio cholerae quorum light production without autoinducers; V. cholerae BH1578 lux reporter, luminescence, 6 h; activation, % at 18.7 µM; hit rate 0.16% among 350,000; AID 588436; in the data active means activation mostly above about 9.7%, no sharp cut-off; inconclusive means no clear call, values can overlap the other calls; inactive means mostly below about 3.7%; further: not every result past the cut was called active; inactives centre near 0; reference of the scale not given here
# BioA inh = BioA (M. tuberculosis) enzyme inhibition; hit rate 0.096% among 360,000; inhibition, % at 9.99 µM; AID 602481; purified M. tuberculosis BioA enzyme, plate reader; in the data active means inhibition above about 40%; inconclusive means no clear call, values can overlap the other calls
# FadD28 binding = M. tuberculosis FadD28 bisubstrate binding inhibition; FadD28 bisubstrate probe binding, fluorescence polarization; inhibition, % at 12.5 µM; hit rate 0.22% among 360,000; in the data active means inhibition above about 8.5%, passing the limit was not always enough; inconclusive means no clear call, values can overlap the other calls
# GDH-TPI inh = counter-screen for M. tuberculosis FBA inhibitors: GDH-TPI coupled enzymes. GDH-TPI coupled enzyme counterscreen, NADH absorbance. inhibition, % at 4.8 µM. hit rate 1.2% among 360,000. AID 588335; in the data active means inhibition above about 30%;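 further: 0% = DMSO wells and 100% = wells lacking the enzyme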
# * hit, by the source's call; i = inactive; ? = inconclusive; · = not tested or not shown.
SMILES,Y pestis TopoI,TcdB inh,UGM FP inh,FBA Mtb inh,PfHsp40 rescue,BH1578 lux ind,BioA inh,FadD28 binding,GDH-TPI inh
O=S(=O)(Nc1cc(S(=O)(=O)N2CCOCC2)ccc1NCC1CCCO1)c1ccccc1 (stereo not drawn),4.3,0.2,6.3,-0.7,?,-0.2,-1.8,-0.5,-7.6
CC(C)(C)c1ccc(C(=O)N2CCN(C(=O)c3ccco3)CC2)cc1,5.4,1.3,2.8,-3.3,0.1,i,1.9,-3.2,-2.7
CN(C)CCOC(=O)C12CC3CC(CC(C3)C1)C2,-3.1,·,0.5,2.0,-0.9,4.5,·,-0.8,0.0
COc1ccccc1C/C(N)=N/OC(=O)/C=C/c1ccccc1,-4.0,0.7,-2.0,5.5,0.1,-0.3,-0.8,-0.7,4.8
CN(C)c1cccc(C(=O)NC2CCCCCC2)c1,5.1,·,1.2,-11.0,1.7,-11.1,-2.3,-4.3,-11.1
CC(=O)NC1=NN(C(C)=O)C(C)(CS(=O)(=O)c2ccc(C)c(C)c2)S1 (stereo not drawn),-4.7,-0.7,-2.5,0.4,1.5,i,-0.8,-1.4,11.7
CCOc1ccccc1C(=O)N(C)CC(=O)Nc1ccc(OC)cc1,7.7,-0.1,2.8,0.0,-0.5,i,-2.0,·,1.9
CCOC(=O)Nc1ccc2c(c1)N(C(=O)CCN(C)C)c1ccccc1CC2,-5.0,-1.1,1.4,-0.2,-1.2,-0.5,0.5,-2.1,11.6
COC(=O)C1=CN(c2cccc(C)c2)C=C(C(=O)OC)C1c1cc(OC)c(O)c([N+](=O)[O-])c1,-7.7,·,0.1,-2.2,0.2,i,8.1,-0.1,10.1
O=C(CCCc1ccccc1)Nc1cccc2c1CCCC2,12.7,·,0.3,0.7,0.5,i,0.1,-3.6,-3.8
COC(=O)C1=C(C)NC(C)=C(C(=O)OC)C1c1ccc(NC(C)=O)cc1,-6.9,-0.6,1.4,-2.0,-0.3,8.3,-0.4,-4.2,-7.0
CCCn1c(N)c(N(CCOC)C(=O)c2ccc([N+](=O)[O-])cc2Cl)c(=O)[nH]c1=O,-5.1,1.5,0.4,-8.5,-0.8,-2.3,0.3,-2.6,-6.6
Cc1cccc(Cn2cnc3c(N)c(C)c(C)cc32)c1,5.1,1.2,-0.8,0.3,·,-0.4,·,1.5,-2.2
O=C(O)c1ccc(NCc2cccc(Br)c2)cc1,5.1,·,0.0,-3.0,1.2,3.4,·,0.1,0.8
O=C(Cn1cnc2c(nnn2Cc2ccccc2)c1=O)NCc1ccccc1Cl,0.0,0.0,1.4,-0.1,1.4,-0.3,-2.6,-1.6,-2.4
CSc1nnc2c3c4c(sc3c(=O)n(-c3ccccc3)n12)CC(C)(C)OC4,1.6,·,3.0,-6.4,-1.3,5.0,1.1,-4.8,5.6
COc1ccc(OC)c(NC(=O)C2CCCN(S(=O)(=O)c3cccc4nsnc34)C2)c1 (stereo not drawn),9.3,·,1.9,3.0,0.4,i,-1.0,0.6,11.2
O=C(Nc1nnc(-c2cccs2)o1)c1cccc(Oc2ccccc2)c1,-0.7,0.9,1.3,2.4,500.1*,-0.3,1.3,-1.2,23.5
COc1ccc(C(CNC(=O)CCNC(=O)c2ccc(Br)cc2)N2CCOCC2)cc1 (stereo not drawn),3.6,0.8,-3.5,0.3,1.1,i,-1.9,-0.6,5.8
COc1cc(/C=C2\C(=O)NC(=O)N(c3ccccc3)C2=O)cc(OC)c1O,-10.5,·,0.3,0.7,0.8,i,-1.3,-2.4,16.8
COc1ccc(N2C(=O)CC(N3CCN(S(=O)(=O)c4c(C)cc(C)cc4C)CC3)C2=O)cc1 (stereo not drawn),31.8,2.3,-0.8,0.1,-0.1,-1.1,3.0,-2.8,7.4
COc1ccc(N2CCN(C(=O)CN3C(=O)NC(C)(c4ccc5ccccc5c4)C3=O)CC2)cc1 (stereo not drawn),-5.7,1.0,4.2,4.2,1.4,i,-2.9,2.1,5.3
COc1ccc(C(C#N)=C2C=C(Cl)C(=NO)C=C2Cl)cc1,13.8,1.3,·,-3.6,·,-3.1,·,-0.9,13.8
Cc1cc(C)cc(NC(=O)NC(C)C2CCCO2)c1 (stereo not drawn),1.3,1.5,0.9,2.5,-0.7,-0.3,·,-1.3,6.0
CC(=O)Nc1ccc(C(=O)OCc2ccc(Br)cc2)cc1,5.6,1.1,0.5,0.4,0.0,-0.2,·,-4.2,7.2
C=CCn1nc(-c2ccccc2)cc1C(=O)OCC,4.2,0.2,0.8,-2.7,-0.6,1.4,-1.3,-1.7,2.6
O=C(CNC(=O)/C(=C\c1ccc(F)cc1)NC(=O)c1ccccc1)OCc1ccccc1,3.3,·,-0.8,0.0,-0.3,·,-0.8,-0.1,2.5
COC(=O)c1cc(=O)n(Cc2ccco2)c(=Nc2ccc(F)cc2)s1,2.0,·,-5.6,2.7,1.1,-0.4,0.5,0.2,1.3
CCc1cccc(C)c1NC(=O)COC(=O)Cn1c(C)csc1=O,-7.9,2.3,-0.9,-0.5,-0.3,-1.3,·,-0.5,8.5
CCn1nc(NC(=O)Cc2ccc(OC)cc2)c2cc3cccc(C)c3nc21,-6.8,2.5,-0.8,6.2,1.9,i,-1.8,0.0,-2.3
COc1cc2c(cc1OC)C1=NC(=O)CN1C(SCc1ccccc1)=N2,4.0,·,2.0,15.1,3.2,i,4.4,-3.5,0.0
CN1CCN(CC(=O)NN2CC(=O)N(c3ccc(F)cc3)CC2=O)CC1,-0.8,-0.1,0.7,-0.2,-0.1,i,·,-2.0,2.9
COc1ccc(OCC(=O)Nc2cc(-c3nn(C)c(=O)c4ccccc34)ccc2N2CCOCC2)cc1,11.3,-1.8,3.6,27.3*,1.1,-0.5,·,-0.3,-1.6
C=CCn1c(SCC(=O)NC23CC4CC(CC(C4)C2)C3)nc(O)cc1=O,4.6,·,1.1,4.8,1.5,i,-1.3,1.4,-7.1
Nc1ccn([C@@H]2O[C@H](CO)[C@@H](O)[C@H]2O)c(=O)n1,2.0,1.0,·,-4.7,-0.2,0.3,-1.5,0.8,9.8
CC(Nc1ccc2c(c1)OCCO2)C(=O)N1c2ccccc2CC1C (stereo not drawn),-9.6,0.7,-0.6,2.1,-0.7,-0.5,·,-1.4,5.5
CC(C)CC(N)c1cn([C@@H](CCC(=O)O)C(=O)N2CCNCC2)nn1 (stereo partly drawn),7.8,0.5,-2.3,-0.8,21.3,-0.8,0.0,-0.1,-6.3
CCCOP(=O)(c1ccc(N(C)C)cc1)C(O)c1ccc(Cl)cc1 (stereo not drawn),1.7,1.3,-0.3,0.1,2.9,i,-0.3,·,0.0
Cc1cccc(Cn2ccc(NC(=O)c3cccnc3)n2)c1,-2.8,2.8,-2.1,-1.0,-0.3,-0.3,11.1,0.0,6.1
CCN(c1cc(C)cc(C)c1)S(=O)(=O)c1nnc(NC(=O)C(C)(C)C)s1,-3.7,-0.3,0.0,0.0,-1.0,-0.6,0.3,-2.5,0.6
Cc1cc(C)c2c(=O)[nH]cnc2n1,-1.0,1.8,-0.1,-1.4,-1.7,-2.3,·,-1.1,6.2
COc1ccc(OCC(O)CNCc2ccco2)cc1 (stereo not drawn),-9.6,·,-1.4,-3.3,-0.1,·,0.7,-3.1,1.5
COc1ccc(OC)c(CN2CCN(C(=O)c3cccc(S(=O)(=O)N(C)c4ccccc4)c3)CC2)c1,25.4,-0.2,·,-3.3,·,-5.3,-0.8,0.6,3.9
Cc1ccc(S(=O)(=O)Oc2ccccc2/C=N/O)cc1,4.1,3.8,1.8,-4.1,-0.5,i,-1.3,-4.0,-8.2
O=C(Nc1cccc(Cl)c1)OCCOc1ccccc1,2.9,-1.4,8.1,-2.5,4.6,-0.8,-2.3,-0.8,-2.6
COc1ccc(C2(O)CCN(Cc3nnnn3Cc3ccc(F)cc3)CC2)cc1,12.9,0.7,0.0,2.8,1.1,i,0.4,-2.9,8.0
CC(=O)c1ccc(NC(=O)c2cnn3ccccc23)cc1,1.1,1.8,2.0,1.9,0.0,-0.3,4.2,-1.7,35.9*
COc1ccc(CC(C)N2CCN(c3ccccc3OC)CC2)cc1OC (stereo not drawn),-2.6,·,2.3,-0.3,1.0,2.0,-1.3,1.2,2.0
Cc1cc(C)n(-c2nc(NCCCN(C)C)c3c4c(sc3n2)CCCC4)n1,4.8,2.1,1.3,3.1,·,-0.3,2.1,-1.8,11.5
Cc1ccc(/C=C(\C#N)c2nc3ccccc3[nH]2)s1,3.8,·,-2.6,1.4,0.6,-0.8,-1.7,-3.2,36.7*

# The list continues:
SMILES,Y pestis TopoI,TcdB inh,UGM FP inh,FBA Mtb inh,PfHsp40 rescue,BH1578 lux ind,BioA inh,FadD28 binding,GDH-TPI inh
Cc1ccc2cc(CN(c3ccccc3)S(=O)(=O)c3ccccc3)c(=O)[nH]c2c1,8.9,0.8,-2.4,2.4,3.3,-0.2,·,-4.5,10.3
O=C(c1ccccc1F)N1CCC2CC1c1cc(N3CCCCC3)ccc12 (stereo not drawn),27.4,-4.0,·,2.5,·,1.1,-0.4,-0.5,-11.3
CCOC(=O)C1=C(COC(=O)c2ccc(Cl)nc2)NC(=O)NC1C (stereo not drawn),0.0,2.2,·,1.7,-1.3,-0.3,-2.5,-1.5,0.0
COc1ccc(-c2oc3ccc(N4CCOCC4)cc3c2C#Cc2ccc(N)cc2)cc1,-4.6,·,-0.5,43.6*,0.0,i,-1.7,1.0,10.0
CC(=O)N1CC(C)Sc2ccc(S(=O)(=O)NCc3ccccc3Cl)cc21 (stereo not drawn),29.0,1.3,-0.1,0.5,0.1,-1.7,-0.3,-2.4,3.4
CCCCn1c(N)c(N(CC(C)C)C(=O)CSc2nnc(-c3ccc(Cl)cc3)o2)c(=O)[nH]c1=O,1.8,4.6,-0.5,-2.5,-1.1,i,-0.6,-5.0,-1.4
COc1cccc(C(=O)NNC(=O)Cc2ccc(Cl)cc2)c1,-3.5,0.5,-0.3,0.5,0.4,-0.2,0.8,-4.1,4.2
CC1Cc2ccccc2N1C(=O)CSc1nncs1 (stereo not drawn),-0.8,-5.4,2.2,1.4,-1.5,-3.8,3.7,-1.4,-5.4
Cc1ccc(S(=O)(=O)NNC(=O)c2c(O)c3ccccc3[nH]c2=O)cc1,1.3,0.6,2.9,-6.8,-1.7,-2.3,-0.6,-3.1,-0.7
COc1ccc(CN2CCN(c3ccccc3)CC2)c(C)c1C,0.7,·,-0.5,1.5,-0.2,i,-3.2,1.2,11.2
Cc1nn(CCOc2ccccc2)c(=O)n1-c1ccc(F)cc1,9.2,·,-2.0,-0.4,0.5,-0.2,0.4,-0.6,4.8
c1ccc2sc(C3CCN(Cc4nnnn4Cc4ccc5c(c4)OCO5)CC3)nc2c1,6.0,·,1.0,-1.0,3.1,i,0.7,0.3,13.2
N#Cc1ccc(S(=O)(=O)NC[C@H]2O[C@@H](n3ccc(N)nc3=O)[C@H](O)[C@@H]2O)cc1,-6.0,1.0,·,-0.7,·,-0.4,-1.4,-2.8,4.3
